# KCNH2 3.1 inh – KCNH2 3.1 (human) potassium channel inhibition. U2OS KCNH2 3.1, thallium flux FluxOr; active compounds read low. AID 720553. activity change, % (tested at about 1.8 µM). 340,000 tested, 0.95% active;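 active means maximum activity change below -70%; inconclusive means maximum activity change from -70% to -50%; inactive means maximum activity change above -50%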;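 further: thallium influx rate constant from kinetic fluorescence after stimulation buffer; on the % scale 0 is the no-effect control and ±100 the full control effect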
#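 Thallium flux read-out: FluxOr dye with Red40 quencher in HBSS/HEPES, 45 min at RT. Rate constants from kinetic reads were normalized to positive and negative DMSO controls. Cells: U2OS virally expressing the 3.1 isoform.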
# CXXC DNA block – MLL CXXC-DNA interaction inhibition. 290,000 tested, 0.037% active. Q03164. Potency, µM (highest dose often 115 µM), for the others: top-dose activity change, negative = inhibition, actives largely listed as inhibitors. AID 2662. MLL-CXXC / FITC-HOXA9 DNA fluorescence polarization; active means well fitted inhibition curve with a large enough effect in the polarisation, with a control signal flat, not every such curve was filed as active; inconclusive means small, poorly fitted or top-dose-only effect, or effect the other way, or a change in a side signal; inactive means no such curve, though single readings can be large or run the other way; the % refers to the polarisation; further: potency means the concentration at half of the fitted maximal effect
#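 Purified MLL-CXXC (added from a 7 uM solution) was preincubated 5 min at ambient with pinned compounds in 50 mM Tris-HCl pH 7.5, 50 mM NaCl, 1 mM DTT, 0.05% BSA. Fluorescein-labeled HOX-A9 DNA (50 nM solution) followed, 30 min, then polarization read.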
# GALK inh – inhibitors of human galactokinase; Purified GALK, Kinase-Glo residual ATP luminescence; Potency, µM (doses to about 57.5 µM), inactives show at the highest dose activity change, negative = inhibition, most hits filed as inhibitors; AID 1868; 270,000 tested, 0.007% active; further: potency means the concentration at half of the fitted maximal effect; on the % scale 0 is the no-effect control and ±100 the full control effect
#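 Compounds were pin-transferred into ATP buffer (35 uM final), then GALK plus galactose (5 nM, 100 uM final) was added. After 1 h at room temperature, Kinase-Glo Plus was added and luminescence read after 10 min.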
# TRPV1 ag – activates the human vanilloid receptor TRPV1 | Q8NER1 | TRPV1-expressing cells, Fluo-8 calcium influx, agonist mode | activation, % at 8.33 µM | 320,000 tested, 0.19% active; in the data active means activation above about 80%; inconclusive means between about 30% and that limit; further: 0% is about no effect
#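 Fluo-8 calcium influx in TRPV1-expressing cells, kinetic read (ex 480/em 520 nm). Compound added and read 3 min for agonist activity, followed by capsaicin at EC20 final and 2 min further read for enhancement.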
# Coupling enz – coupling enzyme interference in Giardia aldolase counter-screen. coupling enzyme system counterscreen, AmpLite Red fluorescence. activity change, negative = inhibition, % at 58.2 µM, hits read low. 290,000 tested, 0.67% active; in the data active means activity change below about -30%; further: on the % scale 0 is the no-effect control and ±100 the full control effect
#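 Compounds tested against the coupling enzymes alone at 57.5 uM final; readout was AmpLite Red fluorescence (525/598 nm) after 20 min at RT.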
# MBNL1-CUG inh – blocks human MBNL1 binding to CUG repeat RNA; Q9NR56; TR-FRET MBNL1-His/biotin-(CUG)12 binding, 665/545 ratio; Potency, µM (series often up to 57.5 µM), for inactives: top-dose activity change, negative = inhibition, hits mostly inhibitors; 280,000 tested, 0.036% active; AID 2675; active means well fitted inhibition curve with a large enough effect in the signal ratio, with a control signal flat, not every such curve was filed as active; inconclusive means small, poorly fitted or top-dose-only effect, or effect the other way, or a change in a side signal; inactive means no such curve, though single readings can be large or run the other way; the % refers to the signal ratio; further: potency means the concentration at half of the fitted maximal effect; on the % scale 0 is the no-effect control and ±100 the full control effect
#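 MBNL1-His + Biotin-(CUG)12, cpd titration 92 nM–58 uM; Tb anti-His Ab 0.055 ng/ul, SA-XL665 5 nM (final); 60 min RT; ratiometric 665/545 nm, Ex 340 nm; normalized to buffer and full-complex controls.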
# hERG WT inh – blocks the wildtype human KCNH2 potassium channel | Q12809 | U2OS, BacMam KCNH2, thallium flux FluxOr; active compounds read low | activity change, % at 1.84 µM | 340,000 tested, 0.37% active | AID 720551;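 active means maximum activity change below -70%; inconclusive means maximum activity change between -70% and -50%; inactive means maximum activity change above -50%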; further: on the % scale 0 is the no-effect control and ±100 the full control effect
# Target sequence (Q12809 whole entry, looked up): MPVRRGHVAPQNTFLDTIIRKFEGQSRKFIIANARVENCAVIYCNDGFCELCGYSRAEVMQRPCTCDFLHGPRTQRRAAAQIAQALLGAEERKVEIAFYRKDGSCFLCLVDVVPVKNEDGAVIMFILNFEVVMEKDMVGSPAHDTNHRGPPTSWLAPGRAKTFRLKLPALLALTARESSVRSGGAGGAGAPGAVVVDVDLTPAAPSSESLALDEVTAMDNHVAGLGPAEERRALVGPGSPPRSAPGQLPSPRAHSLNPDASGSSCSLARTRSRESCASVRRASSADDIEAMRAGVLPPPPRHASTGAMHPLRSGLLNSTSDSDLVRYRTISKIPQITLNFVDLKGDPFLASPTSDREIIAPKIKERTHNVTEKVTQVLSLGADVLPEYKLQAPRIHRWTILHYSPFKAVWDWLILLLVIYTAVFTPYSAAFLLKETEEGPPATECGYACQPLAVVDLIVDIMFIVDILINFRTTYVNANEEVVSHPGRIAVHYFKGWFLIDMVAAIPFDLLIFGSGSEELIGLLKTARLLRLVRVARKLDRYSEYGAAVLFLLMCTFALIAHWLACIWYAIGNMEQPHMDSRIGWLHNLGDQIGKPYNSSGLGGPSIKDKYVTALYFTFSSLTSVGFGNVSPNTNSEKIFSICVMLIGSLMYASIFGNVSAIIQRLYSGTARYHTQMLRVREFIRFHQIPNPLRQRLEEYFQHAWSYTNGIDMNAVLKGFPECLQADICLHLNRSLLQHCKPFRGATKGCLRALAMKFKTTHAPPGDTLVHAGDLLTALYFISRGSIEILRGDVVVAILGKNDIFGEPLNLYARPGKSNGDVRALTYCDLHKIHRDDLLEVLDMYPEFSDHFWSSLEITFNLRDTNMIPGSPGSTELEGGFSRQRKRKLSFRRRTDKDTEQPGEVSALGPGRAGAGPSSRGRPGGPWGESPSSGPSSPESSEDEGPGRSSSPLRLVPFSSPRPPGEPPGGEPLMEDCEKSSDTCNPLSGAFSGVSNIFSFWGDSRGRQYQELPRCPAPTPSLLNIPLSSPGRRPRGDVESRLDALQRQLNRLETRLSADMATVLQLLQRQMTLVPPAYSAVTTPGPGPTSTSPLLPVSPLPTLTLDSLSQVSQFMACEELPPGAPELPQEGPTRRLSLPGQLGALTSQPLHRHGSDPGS
#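 U2OS cells were transduced with wild-type KCNH2 virus (2.03 x 10^8 / mL) for 4 h at room temperature, then cultured overnight at 37 C. Thallium flux was read with FluxOr dye. Rate constants were normalized to DMSO controls.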
# AT treatment – potential ataxia-telangiectasia treatments restoring KAP-1 phosphorylation | […] A-T fibroblasts, KAP-1 phosphorylation AlphaLISA; neocarzinostatin DNA damage 30 min before lysis | Potency, µM (titrated, usually from 57.5 µM), for inactives: top-dose activation, usual class: activators | 320,000 tested, 0.19% active; further: potency means the concentration at half of the fitted maximal effect; % of control where 0% means no effect; nearly all actives have a fitted effect of over 45% in size
#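 ATM-like activity read as KAP-1 phosphorylation via AlphaLISA donor/acceptor antibody pairs after lysis and 6 hr at 25C. Cells were ATM-null patient fibroblasts ([…], hTERT), dosed 60 min, then exposed to the DSB inducer NCS for 30 min.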
# ASM inhibitor – blocks human secretory acid sphingomyelinase | Potency, µM (doses to about 57.5 µM), inactives show at the highest dose activity change, negative = inhibition, usual class: inhibitors | P17405 | 340,000 tested, 0.006% active | AID 504937 | placental ASM, HMU-PC fluorogenic substrate, 60 min; further: potency means the concentration at half of the fitted maximal effect
#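 Fluorescence read-out (Ex 386 nm, Em 447 nm) after stopping the reaction at pH 10. Enzyme: ASM from human placenta; substrate HMU-PC0, 9 uM final; 60 min, 37 °C. Compound preincubation 10 min, ambient temperature.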
# Integrin act MD – activators of alpha7 integrin expression for muscular dystrophy; alpha7betagal myoblasts, beta-gal FDG fluorescence, 48 h; Potency, µM (top dose mostly 38.3 µM), for inactives: at the top dose activation, most hits filed as activators; 350,000 tested, 0.064% active; AID 624291;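 further: potency means the concentration at half of the fitted maximal effect; 100% = response of the positive control SU9516; nearly all actives have a fitted effect of over 60% in size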
#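 alpha7betagal+/- myoblasts (passage 13, 250/well) treated 48 h at 37C with compounds at 1:260 dilution of DMSO stock. Lysed, then beta-galactosidase activity read as FDG fluorescence (ex 480/em 540) after 30 min, with pre-read for autofluorescence.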
# An asterisk follows results filed as active; ? = inconclusive; / = no result given; & = joins results of further samples; [ ] = another dose, or the depositor's remark. Unless noted, the call rests on the fitted dose curve; in most records, active means well fitted curve in the direction sought with a large enough effect; inconclusive means small, poorly fitted or top-dose-only effect, or another doubt; inactive means no such curve, though single readings can be large; an effect the other way counts as inactive or inconclusive. Compounds were not picked by outcome. About 2% of those tested had a hit in this group.
# Order of values: KCNH2 3.1 inh	CXXC DNA block	GALK inh	TRPV1 ag	Coupling enz	MBNL1-CUG inh	hERG WT inh	AT treatment	ASM inhibitor	Integrin act MD
> CCN(CC)C(=O)C1CCCN(Cc2nc(-c3cnccn3)no2)C1 (stereo not drawn)
    7	0%	8%	6	-2	10%	5	-2%	4%	-15%
> Cc1cc2nc(-c3ccc(SCc4ccc(C(=O)O)cc4)nc3)[nH]c2cc1C
    -2	19%	-3%	0	-5	-2%	0	1%	12%	14%
> Cn1ncc(Cl)c1C(=O)Nc1nc2ccc(Cl)cc2s1
    0	14%	/	2	3	?	5	2%	5%	-17%
> CCOC(=O)Cn1nc(C)cc1NC(=O)c1ccncc1
    8	20%	-8%	2	0	-3%	3	2%	-1%	12%
> CCOC(=O)C1CCN(S(=O)(=O)c2ccc3oc(=O)ccc3c2)CC1
    6	-2%	-2%	8	1	0%	40	0%	-3%	-3%
> CS(=O)(=O)N1CCN(c2nc3ccccc3s2)CC1
    -12	2%	9%	0	3	-9%	15	4%	3%	12%
> COc1ccc(CNC(=O)C(c2ccncc2)N(C(=O)Cc2cccs2)c2cccnc2)cc1 (stereo not drawn)
    -36	-1%	-1%	1	1	-5%	13	6%	-1%	-11%
> Cc1cc(C)c(C(=O)CSc2n[nH]c(=O)n2C2CC2)cc1C
    -3	10%	0%	?	-1	-6%	-3	-2%	10%	-19%
> CCC1=C(c2ccc(OC)cc2)CCC(C(=O)O)C1C (stereo not drawn)
    9	/	/	/	/	/	-3	/	-13%	-17%
> Cc1ccc2nc(Cl)c(/C=N/Nc3ccc(C(=O)O)cc3)cc2c1
    -3	35%[activator]	-9%	6	-14	?	10	6%	146%[activator]	34%
> CCC1(C)Cc2c(sc3nc(SC)n(Cc4ccccc4)c(=O)c23)CO1 (stereo not drawn)
    14	-17%	0%	5	-2	-4%	10	/	-9%	0%
> COc1ccccc1S(=O)(=O)Cc1ccc(C(=O)NCc2ccco2)o1
    -9	3%	0%	0	-1	-3%	5	1%	1%	0%
> CCOC(=O)c1cc2occc2n1CC(=O)N1CCCc2ccccc21
    -4	2%	6%	1	-11	-1%	-2	-8%	-1%	-16%
> O=C(CSc1nnc(-c2cccc(S(=O)(=O)N3CCOCC3)c2)n1C1CCCCCC1)NCc1ccccc1
    6	6%	-4%	2	1	-7%	-4	1%	-4%	-43%[inhibitor]
> CCN1CNC(=S)N(c2ccccc2C)C1
    -20	-1%	4%	-1	-1	/	-10	6%	2%	?
> CC(=O)c1cccc(NC(=O)Cn2nc(-c3ccc(Cl)cc3)ccc2=O)c1
    1	0%	-3%	6	1	6%	11	0%	-1%	-3%
> CC(=O)Nc1ccc(S(=O)(=O)NCC(=O)OCc2cc(=O)oc3ccc4ccccc4c23)cc1
    -7	16%	-1%	-6	2	/	5	-1%	199%[activator]	4%
> N#Cc1ccccc1Sc1ccccc1C(=O)Nc1ccc2ccccc2c1
    -6	17%	0%	-5	1	-14%	-20	4%	5%	-7%
> COc1cccc(NC(=O)CN(C)C(=O)c2cc(-c3ccco3)nc3ccccc23)c1
    1	/	/	5	/	/	3	12%	225%[activator]	8%
> CCOC(=O)CC(NC(=O)Cn1nnc(-c2ccccc2Cl)n1)c1ccc(OC)cc1 (stereo not drawn)
    /	13%	-1%	4	1	-17%	-12	-1%	1%	11%
> COc1ccc(/C=C(\C#N)C(=O)OCC(=O)NCc2ccco2)cc1
    -4	5%	2%	3	/	?	6	5%	-1%	4%
> Nc1nc2c(c(=O)[nH]1)C(c1cccc3ccccc13)C1=C(N2)c2ccccc2C1=O (stereo not drawn)
    -10	3%	-1%	11	-16	?	-3	4%	-6%	-4%
> C[C@H](CO)N1C[C@H](C)[C@@H](CN(C)S(=O)(=O)c2cccs2)Oc2c(NC(=O)NC3CCCCC3)cccc2C1=O
    -2	/	/	/	/	/	3	/	1%	-9%
> COc1ccccc1NC(=O)CCN1CCN(Cc2ccccc2)CC1
    10	4%	0%	3	1	4%	7	-3%	2%	4%
> CN(C(=O)Cc1c(C(=O)O)n(C)c2ccccc12)c1ccc(Cl)cc1
    2	-6%	2%	-4	2	3%	3	-11%	4%	-18%
> O=C(NCC(=O)N1CCCCCCC1)c1cccc([N+](=O)[O-])c1
    -9	/	/	3	/	/	39	11%	3%	-12%
> CCOc1ccc(C(C(=O)NCC2CCCO2)N(CCc2cccc(C)c2)C(=O)c2snc(C(N)=O)c2N)cc1 (stereo not drawn)
    -38	-7%	13%	0	0	4%	-48	6%	418%[activator]	6%
> C[C@]12c3[nH]c4cc(-c5ccco5)ccc4c3CCN1C(=O)[C@@H](CC(=O)NCc1ccco1)C[C@@H]2C(=O)N1CCCCC1
    -6	/	/	/	/	/	-1	5%[11.5 µM]	?	-11%
> COc1ccc(C(=O)Nc2ccccc2C(=O)NCc2ccco2)cc1
    9	3%	4%	12	-3	0%	2	-3%	-4%	11%
> O=C(Nc1ccc(S(=O)(=O)NC2=NCCCCC2)cc1)c1ccc(Cl)c([N+](=O)[O-])c1
    13	/	/	/	/	/	-5	-8%	-12%	-45%[inhibitor]

# (continued)
# Order of values: KCNH2 3.1 inh	CXXC DNA block	GALK inh	TRPV1 ag	Coupling enz	MBNL1-CUG inh	hERG WT inh	AT treatment	ASM inhibitor	Integrin act MD
> O=C(Nc1ccc(NC(=O)c2ccc3c(c2)OCO3)cc1)c1cccc(Cl)c1
    -7	/	/	0	/	/	1	-9%	-1%	5%
> O=C(COC(=O)c1ccccn1)Nc1ccccc1Cl
    12	-3%	3%	2	1	-2%	-12	-1%	6%	-2%
> COc1ccc(Br)cc1/C=N/NC(=O)c1cc(Br)ccc1O
    /	9%	4%	-1	1	-1%	/	0%	/	/
> COc1ccccc1NCCC(=O)OCC(=O)Nc1cc([N+](=O)[O-])ccc1F
    12	/	/	/	/	/	49	-3%	2%	6%
> COc1cc([C@@H]2OC[C@@H]3[C@H]2CO[C@@H]3c2ccc3c(c2)OCO3)ccc1O
    18	/	/	/	/	/	-8	1%	-2%	20%
> CCOC(=O)c1[nH]c2ccc(OC)cc2c1NC(=S)N1CCN(c2ccccn2)CC1
    5	3%	1%	3	0	?	0	-1%	4%	16%
> O=C(Nc1ccc(OC(F)(F)C(F)F)c(NC(=O)c2cccc(F)c2)c1)c1cccc(F)c1
    -12	4%	-1%	?	-3	?	22	8%	-2%	12%
> CCOC(=O)N1CCC(NS(=O)(=O)c2ccc3c(c2)C(C)(C)C(=O)N3C)CC1
    -2	-7%	-2%	-2	0	8%	-8	1%	-5%	-1%
> Cn1c(Cn2c(=O)sc3ccccc32)nnc1SCC(=O)NCc1ccccc1Cl
    2	3%	0%	3	-3	-27%	-9	1%	-4%	3%
> COC(=O)c1c(C)[nH]c(C)c1C(=O)c1ccccc1Cc1ccccc1
    -6	4%	/	/	-1	/	0	/	-3%	/
> CCOC(=O)C(C(=O)Cc1ccccc1)c1ccccc1 (stereo not drawn)
    3	/	/	/	/	/	0	/	2%	-29%
> Cn1c(=O)c(Oc2ccc(Cl)cc2)c(O)c2ccccc21
    5	-11%	/	-2	11	-7%[11.5 µM]	/	-3%	-5%	3%
> CC(Sc1nnc(-c2ccncc2)n1-c1ccc(F)cc1)C(=O)NC1CC1 (stereo not drawn)
    45	/	/	-4	/	/	-1	10%	3%	2%
> COc1cc2c(cc1OC)C1c3ccc(OC)c(OC)c3OCC1(O)C2 (stereo not drawn)
    -9	/	/	/	/	/	-4	/	-1%	22%
> CN(C)C(CNC(=O)CCNC(=O)c1ccc(Cl)cc1)c1ccco1 (stereo not drawn)
    -3	/	/	0	/	/	2	0%	/	5%
> CC(C)n1c(O)c(N=Nc2ccc(Cl)nn2)c2ccccc21
    9	-11%	2%	6	6	11%	11	-1%	-5%	13%
> O=C(O)C1(c2cccc(Cl)c2)CCC1
    -11	3%	8%	0	-2	4%	-24	9%	1%	7%
> Nc1nc(Cl)cc(Sc2ccc3ccccc3c2)n1
    1	-2%	-4%	-1	-1	2%	76	9%	0%	14%
> O=C(O)c1ccccc1C(=O)Nc1ccc(S(=O)(=O)Nc2nccs2)cc1
    0	/	/	-3	6&1	/	-34	-5%	6%	/
> FC(F)(F)c1cccc(NC(=S)NNC(=S)NCc2ccccc2)c1
    -10	-12%	1%	14	-3	-17%	21	6%	-3%	2%
> O=C(N/N=C/c1ccc(O)cc1)/C(=C/c1ccccc1)CCO
    -88*	4%	-1%	-3	5	9%	-3	-3%	-5%	8%

# Source: PubChem BioAssay (National Center for Advancing Translational Sciences (NCATS))
